HADH2 inhib: blocks human hydroxyacyl-CoA dehydrogenase type II. Potency, µM (series often up to 57.1 µM), for the others: at the highest dose activity change, negative = inhibition, actives largely listed as inhibitors. recombinant HADH2, NADH fluorescence, beta-hydroxybutyryl-CoA. 3.4% of 73,000 active; also: potency is read from the fitted curve at half-maximal effect; % is scaled to controls: 0 for no effect and ±100 for the full control effect; nearly all actives have a fitted effect of over 60% in size; many of its hits are not listed in these tables
Target sequence (Q99714 whole entry, looked up, one chain of several): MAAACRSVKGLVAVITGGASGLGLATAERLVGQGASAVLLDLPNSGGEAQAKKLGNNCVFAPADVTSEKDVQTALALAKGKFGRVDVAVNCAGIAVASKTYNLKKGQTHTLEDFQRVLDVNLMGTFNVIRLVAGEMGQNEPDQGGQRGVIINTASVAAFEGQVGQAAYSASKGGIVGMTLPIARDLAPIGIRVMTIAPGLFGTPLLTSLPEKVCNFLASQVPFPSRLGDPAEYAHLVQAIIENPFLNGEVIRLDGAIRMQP
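Activity measured as NADH fluorescence gain (360/450 nm), taken as the change between first and last reads of a 4-min kinetic run. Conditions: pH 9.0 Tris buffer, 20 nM E. coli-expressed His-tagged enzyme, 1 mM NAD+, 90 uM beta-hydroxybutyryl-CoA; 15-min compound preincubation.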
Pol III holo inh: DNA polymerase III holoenzyme inhibition; reconstituted DNA polymerase III holoenzyme replication, biochemical; Potency, µM (highest dose often 57.1 µM), for inactives: at the top dose activity change, negative = inhibition; 0.25% of 71,000 active; also: potency is read from the fitted curve at half-maximal effect; % is scaled to controls: 0 for no effect and ±100 for the full control effect
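Reconstituted *E. coli* holoenzyme (0.35 nM Pol III, 1 nM beta, 154 nM SSB, 2 nM primase) was preincubated with compound for 15 min at RT. Synthesis on 1.4 nM ssM13Gori ran 35 min, then was stopped with PicoGreen/EDTA and read as dsDNA fluorescence.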
HBB splice mod: modulators of hemoglobin beta chain splicing; 0.06% of 65,000 active; HBB splicing reporter cell assay, activation; EGFP reporter with mutant IVS2-654 intron; response scale: normalised to 500 nM splice-correcting PNA; Potency, µM (series often up to 46.1 µM), for inactives: at the top dose activation, most hits filed as activators; also: potency is read from the fitted curve at half-maximal effect; 0% is about no effect
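Compounds were applied for 2 days to HeLa EGFP-654 cells, 500/well in Optimem with 2% FCS. The reporter's EGFP is disrupted by mis-splicing of beta-globin intron IVS2-654. Readout: summed well GFP fluorescence from 488 nm laser scanning; reference was 500 nM antisense […] 654 PNA.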
Rhodamine fluor: rhodamine region autofluorescence | Rhodamine-region fluorescence, 547/598 nm, Tris buffer; active compounds read high | AID 594 | max dye-equivalent concentration, M | 0.05% of 59,000 active; in the data active = max dye-equivalent concentration above about 11 nM; inconclusive = between about 1.1 nM and that limit
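qHTS spectral profiling of compounds without any target or enzyme present, in pH 8.0 Tris buffer; plates were read after a 15-minute room-temperature incubation using the rhodamine-region filter set.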
Tau filament bind: binders of human tau filaments; P10636; recombinant tau filaments, thioflavin S fluorescence, 15 h; filaments grown with octadecylsulfate alongside compound; Potency, µM (series often up to 57.1 µM), inactives show at the highest dose activity change, negative = inhibition; 2% of 71,000 active;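 also: potency is read from the fitted curve at half-maximal effect; % is scaled to controls: 0 for no effect and ±100 for the full control effect; actives lower thioflavin S fluorescence by blocking filaments or displacing dye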
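His-tagged recombinant human tau (exons 2, 3, 10; 1 uM final) fibrillized with 30 uM sodium octadecylsulfate, 15 h at 37 C, in pH 7.4 HEPES buffer with 10 uM thioflavine S and 5 mM DTT. Reduced ThS fluorescence (450/510 nm) marks activity.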
Texas Red fluor: compounds fluorescent in Texas Red spectral region; Compound fluorescence, Texas Red channel, 547/618 nm; active compounds read high; max dye-equivalent concentration, M; 0.06% of 59,000 active; in the data active = max dye-equivalent concentration above about 10 nM; inconclusive = between about 1.1 nM and that limit
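Compound fluorescence was read after 15 min at room temperature in 100 mM Tris, pH 8.0, using 547 nm excitation and 618 nm emission across a concentration series. It was expressed as Texas Red dye-equivalent concentration from an on-plate standard curve.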
FLuc inh: firefly luciferase inhibition | purified firefly luciferase, luminescence, 8 min | P08659 | 2.2% of 72,000 active | Potency, µM (top dose mostly 57.1 µM), without a hit: at the top dose activity change, negative = inhibition, most hits filed as inhibitors; also: potency is read from the fitted curve at half-maximal effect; % is scaled to controls: 0 for no effect and ±100 for the full control effect; nearly all actives have a fitted effect of over 40% in size
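Here, luciferase activity is measured as luminescence following an 8 min room-temperature reaction at 10 uM ATP, pH 7.2. Every library sample is titrated.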
CRE Fsk mod: CRE-bla signaling modulation under forskolin stimulation. CHO CRE-bla reporter (cAMP response element driving beta-lactamase), forskolin EC10, beta-lactamase ratio. Potency, µM (titrated, usually from 38.2 µM), inactives show at the top dose activity change, negative = inhibition, usual class: activators. 2.5% of 71,000 active. AID 662; active = well fitted activation curve with a large enough effect in the signal ratio, with a control signal flat, not every such curve was filed as active; inconclusive = small, poorly fitted or top-dose-only effect, or effect the other way, or a change in a side signal; the % refers to the signal ratio; also: potency is read from the fitted curve at half-maximal effect; % of control where 0% means no effect
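The 460nm/530nm emission ratio after CCF4 loading defined %Activity, from which AC50 values were obtained. CRE-bla CHO cells received compound dilution series together with an EC10 level of NKH 477 for 3 hours at 37 degrees Celsius.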
ERK AVP inh: vasopressin-driven ERK pathway inhibition; 0.99% of 72,000 active; HEK293-V1b, vasopressin-stimulated pERK AlphaScreen; Potency, µM (top dose mostly 57.5 µM), for inactives: at the highest dose activity, negative = inhibition, most hits filed as inhibitors; AID 995; also: potency is read from the fitted curve at half-maximal effect; % is scaled to controls: 0 for no effect and ±100 for the full control effect; nearly all actives have a fitted effect of over 55% in size
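V1b-HEK293 cells; cpd 30 min 37C; 25 nM vasopressin 5 min; lyse 10 min; AlphaScreen beads 5 hr RT. Normalized to DMSO basal and 25 nM vasopressin; AC50 by Hill fit.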
Hsp90 Hop PPI: changes Hsp90-Hop TPR2A binding signal, up or down. AlphaScreen TPR2A-His6 binding biotin-Hsp90 C-terminal peptide. Potency, µM (titrated, usually from 57 µM), for the others: top-dose activity change, negative = inhibition. 0.44% of 71,000 active. AID 595; active = well fitted curve in either direction with a large enough effect; inconclusive = small, poorly fitted or top-dose-only effect, or another doubt; also: potency is read from the fitted curve at half-maximal effect; % is scaled to controls: 0 for no effect and ±100 for the full control effect; many of its hits are not listed in these tables
15-hLO inh: blocks human 15-lipoxygenase activity. P16050. purified 15hLO-1, xylenol orange hydroperoxide absorbance. Potency, µM (series often up to 57.1 µM), for the others: at the highest dose activity change, negative = inhibition, most hits filed as inhibitors. 1.4% of 74,000 active; also: potency is read from the fitted curve at half-maximal effect; % is scaled to controls: 0 for no effect and ±100 for the full control effect; nearly all actives have a fitted effect of over 55% in size
Target sequence (P16050 whole entry, looked up): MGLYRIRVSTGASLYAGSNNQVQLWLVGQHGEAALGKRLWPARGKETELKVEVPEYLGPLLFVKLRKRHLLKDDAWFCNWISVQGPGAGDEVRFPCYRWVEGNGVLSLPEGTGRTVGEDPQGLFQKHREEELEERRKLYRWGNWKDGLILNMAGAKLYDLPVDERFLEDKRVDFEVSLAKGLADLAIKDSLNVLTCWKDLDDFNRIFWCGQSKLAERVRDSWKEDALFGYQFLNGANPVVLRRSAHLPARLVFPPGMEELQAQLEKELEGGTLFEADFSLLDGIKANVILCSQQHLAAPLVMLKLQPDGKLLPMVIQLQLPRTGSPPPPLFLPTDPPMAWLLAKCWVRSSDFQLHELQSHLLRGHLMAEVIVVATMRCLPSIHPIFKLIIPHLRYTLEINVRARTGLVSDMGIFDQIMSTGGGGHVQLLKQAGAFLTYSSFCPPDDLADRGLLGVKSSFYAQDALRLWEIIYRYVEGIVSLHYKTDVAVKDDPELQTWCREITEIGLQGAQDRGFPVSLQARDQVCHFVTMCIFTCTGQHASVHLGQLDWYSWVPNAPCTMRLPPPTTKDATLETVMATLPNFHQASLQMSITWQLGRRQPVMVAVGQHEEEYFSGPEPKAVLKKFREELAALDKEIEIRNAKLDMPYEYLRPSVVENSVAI
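Quantitative HTS in 25 mM Hepes pH 7.5 containing 0.01% Triton X-100: human 15hLO-1 at 40 nM, arachidonic acid at 50 uM, 6 min turnover. Product quantified via ferrous oxidation/xylenol orange, 573:405 nm absorbance ratio.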
* hit, by the source's call; i = inactive; ? = inconclusive; . = no result given; [ ] = dose if it differs, or a comment. Unless noted, calls follow the shape of the dose curve; as a rule, active = well fitted curve in the direction sought with a large enough effect; inconclusive = small, poorly fitted or top-dose-only effect, or another doubt; inactive = no such curve, though single readings can be large; an effect the other way counts as inactive or inconclusive. A portion of the library (hit frequency here may not be typical).

SMILES	HADH2 inhib	Pol III holo inh	HBB splice mod	Rhodamine fluor	Tau filament bind	Texas Red fluor	FLuc inh	CRE Fsk mod	ERK AVP inh	Hsp90 Hop PPI	15-hLO inh
CCOCCCNc1ncnc2c1[nH]c1ccccc12	1.5%	-4.1%	3.7%[0.369 µM]	i	-17.1%	i	-15.2%	2.9%	39.8µM*	-7.5%	11.4%
OCc1ccc(-c2nn(Cc3ccccc3)c3ccccc23)o1	?	-4.9%	4.4%	i	-9.3%	i	-3.6%	-13.7%	41.9%[activator]	?	?
CSc1nc(SCC(N)=O)c2c3c(sc2n1)CN(C)CC3	7.3%	-5.4%	-1.8%	i	19.3%	i	1.0%	-15.3%	-1.3%	-1.8%	-0.4%
CCOC(=O)c1ccc(NC(=O)CC2OCCN(CC)C2=O)cc1 (stereo not given)	4.3%	2.0%	-1.5%	i	-12.4%	?	-1.6%	0.6%	-1.5%	-3.6%	4.3%
Cc1cccc2cc(C#N)c(NCCCn3ccnc3)nc12	-13.5%	0.9%	.	i	6.9%	i	-1.4%	?	?	?	18.1%
O=C(CSc1nnc2n(C3CCCCC3)c(=O)c3ccccc3n12)OC1CCCCC1	13.9%	-6.2%	.	i	3.9%	?	-0.1%	9.0%	-2.8%	0.7%	7.1%
Cc1cc(C(F)F)n2nc(C(=O)Nc3c(F)cc(F)cc3Br)nc2n1	-7.7%	-7.9%	1.6%	i	3.7%	i	-0.7%	-6.6%	-0.8%	-1.3%	8.8%
Cc1cccc(N2CCN(C(=O)c3ccc(N4CCCC4=O)cc3)CC2)c1C	2.2%	1.4%	-0.5%[57.5 µM]	i	8.2%	i	-0.6%	-16.5%	3.9%	0.8%	-4.4%
Oc1ccc2cccnc2c1	0.9%	-2.3%	1.2%[57.5 µM]	i	i	i	0.7%	?	-8.5%	-1.2%	8.7%
Cc1ccc(C)c(N2CCN(C(=O)C3CCN(S(=O)(=O)c4cccc5nsnc45)CC3)CC2)c1	?	-0.6%	-0.8%	i	-88.2%	i	0.3%	?	9.7%	-23.3%	-9.2%
COC(=O)[C@H](CCSC)NC(=O)Nc1ccc(C(C)=O)cc1	8.1%	2.0%	2.8%[57.5 µM]	i	-1.1%	?	-0.2%	-4.2%	8.0%	0.0%	9.8%
C/C(=N\O)C(=O)NCC1CCNCC1	-1.4%	3.7%	-1.3%	i	1.2%	i	1.0%	?	6.3%	-4.8%	?
CC(=O)Nc1ccc(OCC(O)Cn2nc(C)c(C(C)=O)c2C)cc1 (stereo not given)	0.1%	-0.5%	-0.3%	i	-8.5%	?	-0.4%	-6.2%	-12.1%	1.9%	-2.3%
CCCS(=O)(=O)N1CCCC(C(=O)NC2CCCCC2)C1 (stereo not given)	-4.5%	-0.2%	-0.4%	i	-5.8%	i	-1.0%	2.7%	8.8%	-1.6%	-1.1%
CCCN1Cc2cccc(C(=O)NC3CCCC3)c2C1=O	4.7%	-4.4%	0.9%	i	9.4%	i	1.6%	?	4.2%	1.6%	-1.2%
COc1ccc(C2C3=C(CC(C)(C)CC3=O)Nc3n[nH]c(C)c32)cc1 (stereo not given)	?	-4.4%	-0.2%	i	5.3%	i	1.5%	23.1%	9.3%	-3.1%	-5.7%
O=C1CN(C(=O)c2ccco2)C(c2ccc(F)cc2)c2cc(Cl)ccc2N1 (stereo not given)	-4.3%	3.0%	0.2%	i	-8.3%	i	3.1%	-16.7%	17.8%	-6.8%	25.0%
CCOC(=O)Cn1c(N2CCCCCC2)nc2c1c(=O)[nH]c(=O)n2C	-24.2%	-3.3%	.	i	1.4%	i	1.7%	7.1%	-0.1%	-1.6%	-12.5%
O=C(CN1C(=O)CCS(=O)(=O)c2ccccc21)NCc1ccc2c(c1)OCO2	-20.8%	-4.0%	-0.2%	i	-2.9%	i	2.3%	-7.5%	-7.0%	-4.1%	2.8%
Cc1oc(CC(C)C)c(CN2CCCC2)c1C(=O)O	-7.5%	-2.9%	.	i	-5.9%	i	1.6%	3.1%	-7.5%	1.4%	-0.2%
Nn1c(SCc2csc(-c3ccccc3)n2)nnc1-c1cccs1	-10.4%	-2.3%	0.3%[57.5 µM]	i	54.1%	?	-6.1%	6.3%	7.0%	-0.4%	1.0%
Cc1cc(C)n(C(=O)CCC(=O)NCc2ccccc2)n1	7.9%	-10.2%	.	i	-5.9%	i	4.5%	-2.4%	-9.0%	0.8%	-5.4%
Nc1nnc(SCC(=O)N2CCc3ccccc32)n1-c1ccccc1	5.4%	1.1%	0.9%	i	-15.2%	i	1.6%	9.8%	-3.7%	-2.1%	5.7%
COc1ccc(NC(=O)N2CC[C@@]3(CCCN(C(=O)c4csnn4)C3)C2)cc1	-4.1%	-6.1%	7.2%	i	6.2%	i	1.1%[11.4 µM]	?	18.0%	-5.4%	-7.8%
O=C(c1noc2c1CCCC2)N1CCN(Cc2ccccc2)CC1	-6.4%	-7.9%	-1.6%	i	-2.9%	?	0.2%	6.8%	10.5%	-5.9%	-8.3%
O=C(c1ccc(S(=O)(=O)N2CCCCC2)cc1)N1CCCc2ccccc21	3.6%	2.2%	0.5%	i	-3.0%	?	0.8%	-1.8%	5.7%	-2.4%	-1.6%
Cc1ccc(/C=C/S(=O)(=O)N2CCC(C(=O)O)CC2)cc1	-0.6%	?	-0.4%[57.5 µM]	i	-6.8%	i	0.3%	-4.9%	11.0%	-1.2%	6.8%
COc1ccc(CN(Cc2cc3cccc(C)c3[nH]c2=O)C(=O)N(C)C)cc1	-4.4%	-2.7%	-2.3%	i	9.7%	?	-2.0%	-3.5%	1.6%	-2.7%	-4.4%
CCOC(=O)c1cc(C(=O)OCC)cc(-n2c(C)cc(C(=O)CN3CCOCC3)c2C)c1	6.3%	-3.1%	-1.5%	i	22.0%	?	2.8%	?	-8.3%	-4.0%	-7.8%
Cc1ccc(C2CC(=O)c3cnc(N4CCN(c5ccccc5)CC4)nc3C2)cc1 (stereo not given)	25.1µM*	-10.6%	0.1%[0.369 µM]	i	-8.2%	?	3.5%	?	-2.4%	-1.6%	7.1%
O=C(NCCCN1CCOCC1)c1cc2c(=O)[nH]c3ccccc3c2s1	183.3%[activator]	-5.9%	4.0%	i	9.2%	i	-0.9%	-1.2%	7.0%	-4.4%	2.0%
COc1ccc(OC)c(N(CC(=O)Nc2cccnc2)S(=O)(=O)c2ccc(OC)c(OC)c2)c1	18.9%	1.1%	2.6%	i	10.2%	i	0.8%	-0.7%	-28.2%	-7.1%	2.4%
Cc1cc(C(=O)OCC(=O)c2ccc(Br)s2)c(C)o1	-12.8%	-0.3%	-0.1%[57.5 µM]	i	19.4%	i	-1.4%	-15.6%	-14.6%	6.2%	-5.2%
C=CCOC(=O)c1[nH]c2c(c1C)C(=O)CC(c1cc(OC)c(OC)c(OC)c1)C2 (stereo not given)	4.7%	2.6%	-0.4%	.	39.3%	.	-0.5%	4.8%	?	-2.8%	-3.6%
CCOC(=O)N1CCN(c2c(NCC3CCCO3)c(=O)c2=O)CC1 (stereo not given)	-10.9%	-1.5%	0.1%	.	15.8%	.	0.1%	4.4%	-7.4%	-4.2%[2.3 µM]	-0.2%
Cc1nc(CNS(=O)(=O)c2cc(C)c(C)cc2C)cs1	13.2%	0.5%	-0.1%	i	-4.8%	i	4.9%	-3.5%	-9.5%	-7.6%	3.9%
Cc1ccn2cc(C(=O)Nc3nnc(C)s3)nc2c1	5.5%	-1.4%	.	i	-12.9%	i	-2.0%	-0.4%	0.4%	-20.4%	45.0%[activator]
Cc1c(Cl)cccc1NC(=O)CCN1CCCCCC1	4.6%	-3.8%	1.2%	i	-12.8%	i	0.8%	-12.9%	11.4%	-2.7%	-6.3%
O=C(OCc1c(Cl)cccc1Cl)c1ccccn1	5.9%	1.6%	-3.8%	i	1.6%	?	-0.1%	?	8.6%	-0.6%	4.6%
O=S(=O)(c1cccs1)n1cccn1	-12.5%	-6.9%	0.4%[57.5 µM]	i	3.1%	i	-11.6%	-0.1%	8.3%	-4.2%	15.9%
O=C(c1ccco1)N1CCN(c2ncnc3c2oc2ccccc23)CC1	2.0%	-0.2%	0.6%	i	20.2%	i	-1.5%	?	-19.0%	-6.6%	3.9%
CC(NC(=O)Cc1cccs1)C(c1cccs1)N1CCN(c2ccccc2)CC1 (stereo not given)	-0.1%	1.8%	-2.8%	i	-11.1%	i	-2.8%	-2.6%	-15.0%	-3.5%	-17.3%
CCOC(=O)N1CCN(Cc2nc3c(c(=O)[nH]c(=O)n3C)n2Cc2cc(C)ccc2C)CC1	-5.2%	-3.8%	2.1%	i	-2.0%	i	3.1%	?	7.8%	2.6%	-11.9%
